BLM inh – Bloom syndrome helicase (human) inhibition; P54132; recombinant BLM DNA unwinding, fluorescence dequenching; Potency, µM (highest dose often 56.1 µM), without a hit: top-dose activity change, negative = inhibition, hits mostly inhibitors; hit rate 0.2% among 350,000; AID 2528;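 note: potency is the fitted concentration of half-maximal effect; plate controls were vehicle for no effect and no enzyme for full effect; nearly all actives have a fitted effect of over 35% in size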
Target sequence (P54132 whole entry, looked up): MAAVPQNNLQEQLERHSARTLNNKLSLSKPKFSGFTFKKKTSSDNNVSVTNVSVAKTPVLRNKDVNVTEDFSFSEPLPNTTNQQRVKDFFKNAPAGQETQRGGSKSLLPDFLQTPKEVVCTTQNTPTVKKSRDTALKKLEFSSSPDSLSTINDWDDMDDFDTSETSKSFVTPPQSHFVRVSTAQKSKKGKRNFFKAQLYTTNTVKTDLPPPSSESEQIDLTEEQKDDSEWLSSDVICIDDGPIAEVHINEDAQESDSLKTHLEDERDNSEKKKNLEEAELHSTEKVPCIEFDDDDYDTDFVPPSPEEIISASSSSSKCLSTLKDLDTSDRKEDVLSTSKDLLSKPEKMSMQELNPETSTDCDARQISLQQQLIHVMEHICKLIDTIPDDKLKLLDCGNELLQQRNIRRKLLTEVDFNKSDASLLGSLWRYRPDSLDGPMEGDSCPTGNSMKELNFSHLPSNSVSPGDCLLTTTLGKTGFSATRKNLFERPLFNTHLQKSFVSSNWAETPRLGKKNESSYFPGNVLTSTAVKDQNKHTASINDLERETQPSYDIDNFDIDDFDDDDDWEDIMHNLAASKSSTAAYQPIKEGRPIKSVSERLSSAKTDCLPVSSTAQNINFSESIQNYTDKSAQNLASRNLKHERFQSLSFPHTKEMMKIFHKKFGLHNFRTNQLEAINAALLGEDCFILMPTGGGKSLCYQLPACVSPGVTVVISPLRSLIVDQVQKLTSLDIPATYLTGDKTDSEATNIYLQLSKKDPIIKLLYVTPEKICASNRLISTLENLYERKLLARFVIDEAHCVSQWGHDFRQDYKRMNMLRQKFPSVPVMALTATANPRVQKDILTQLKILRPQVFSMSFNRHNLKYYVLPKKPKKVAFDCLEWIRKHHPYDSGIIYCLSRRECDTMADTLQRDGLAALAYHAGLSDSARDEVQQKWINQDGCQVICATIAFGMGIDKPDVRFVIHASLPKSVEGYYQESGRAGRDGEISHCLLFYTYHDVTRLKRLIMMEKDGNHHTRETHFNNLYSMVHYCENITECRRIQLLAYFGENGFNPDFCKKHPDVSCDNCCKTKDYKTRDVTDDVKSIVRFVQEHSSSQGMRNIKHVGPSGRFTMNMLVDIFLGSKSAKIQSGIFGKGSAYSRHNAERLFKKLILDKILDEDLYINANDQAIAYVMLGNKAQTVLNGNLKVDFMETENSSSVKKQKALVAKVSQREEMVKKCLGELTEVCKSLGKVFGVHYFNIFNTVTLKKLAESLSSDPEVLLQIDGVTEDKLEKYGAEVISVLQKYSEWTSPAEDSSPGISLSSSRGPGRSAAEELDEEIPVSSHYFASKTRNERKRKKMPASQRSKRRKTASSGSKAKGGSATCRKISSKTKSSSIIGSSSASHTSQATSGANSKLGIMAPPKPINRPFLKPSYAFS
APE1 inh – APE1 (human) endonuclease inhibition; P27695; recombinant APE1, TAMRA/BHQ-2 abasic DNA cleavage fluorescence; Potency, µM (series often up to 65.8 µM), for inactives: at the top dose activity change, negative = inhibition, usual class: inhibitors; hit rate 0.35% among 350,000; AID 2517;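 note: potency is the fitted concentration of half-maximal effect; plate controls were vehicle for no effect and reference inhibitor for full effect; nearly all actives have a fitted effect of over 55% in size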
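Substrate: short duplex with […] THF abasic site, 5'-TAMRA and 3'-BHQ-2, 50 nM final. APE1 at 0.75 nM, preincubated 15 min RT with compound. Fluorescence increase from first to third read measured activity.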
Pol kappa inh – inhibitors of human DNA polymerase kappa. Q9UBT6. purified Pol kappa, fluorescent DNA synthesis assay, 10 min. Potency, µM (series often up to 107 µM), for inactives: at the highest dose activity, negative = inhibition, usual class: inhibitors. hit rate 0.53% among 400,000; note: potency is the fitted concentration of half-maximal effect; % is set by controls: 0 for no effect and ±100 for the full control effect
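Pol kappa 10 nM + cpd, 15 min RT; start w/ substrate 50 nM final; fluorescence kinetic read, 0 and 10 min. Neg ctrl: buffer, no enzyme.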
Anesthetic bind – candidate novel general anesthetic via apoferritin binding; P02791; apoferritin/1-aminoanthracene competitive binding, fluorescence; Potency, µM (highest dose often 77.5 µM), without a hit: at the top dose activity change, negative = displacement, actives largely listed as inhibitors; hit rate 0.074% among 350,000; AID 485281; note: potency is the fitted concentration of half-maximal effect; % is set by controls: 0 for no effect and ±100 for the full control effect; nearly all actives have a fitted effect of over 20% in size
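Probe: 1-aminoanthracene (50% saturated, PBS). Protein: horse-spleen apoferritin, 10 uM. Incubation: 10 min, room temperature. Detection: 380 nm excitation, 535 nm emission. Analysis: normalized response, four-parameter Hill.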
POLB inh – inhibitors of human DNA polymerase beta; P06746; Pol beta primer extension/strand displacement, fluorescence kinetic; Potency, µM (top dose mostly 114 µM), for the others: at the highest dose activity change, negative = inhibition, actives largely listed as inhibitors; hit rate 1.3% among 340,000; AID 485314; note: potency is the fitted concentration of half-maximal effect; % is set by controls: 0 for no effect and ±100 for the full control effect
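Human Pol beta at 10 nM; strand-displacement substrate 50 nM final. Compound exposure 15 min at room temperature before start, reaction 10 min at room temperature.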
RXFP1 antag – antagonists of human relaxin receptor RXFP1; Q9HBX9; HEK293-RXFP1, relaxin-stimulated cAMP HTRF, 30 min; stronger effect = lower value; activity change, negative = inhibition, % at 57.5 µM; hit rate 0.59% among 350,000; AID 1259400;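 active = activity change of -60% or lower, but not beyond a set lower limit; inconclusive = change between -60% and -40%, or beyond the set limit; inactive = change above -40%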; note: % is set by controls: 0 for no effect and ±100 for the full control effect
Pol iota inh – DNA polymerase iota (human) inhibition. Q9UNA4. Pol iota fluorescent replication assay, 10 min. Potency, µM (highest dose often 115 µM), for the others: at the highest dose activity, negative = inhibition, hits mostly inhibitors. hit rate 1% among 390,000. AID 588590; note: potency is the fitted concentration of half-maximal effect
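Pol iota at 10 nM preincubated 15 min with compounds at room temperature; reaction started with fluorescent substrate, 50 nM final. Fluorescence read kinetically at 0 and 10 min; buffer-only wells as negative control.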
Pol eta inh – DNA polymerase eta (human) inhibition. Q9Y253. recombinant Pol eta, fluorescent DNA replication assay. Potency, µM (highest dose often 114 µM), inactives show at the highest dose activity change, negative = inhibition, actives largely listed as inhibitors. hit rate 1.2% among 390,000. AID 588591; note: potency is the fitted concentration of half-maximal effect; % is set by controls: 0 for no effect and ±100 for the full control effect
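Pol eta (10 nM) was preincubated with compounds for 15 min at room temperature, after which fluorescent replication substrate (50 nM final) was added to start the reaction. Fluorescence was read kinetically at 0 and 10 min.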
PGK inhibitor – blocks T. brucei phosphoglycerate kinase. P07378. PGK/GAPDH coupled, Kinase-Glo luminescence, 60 min. Potency, µM (titrated, usually from 57.5 µM), inactives show at the highest dose activity change, negative = inhibition, hits mostly inhibitors. hit rate 0.043% among 380,000; note: potency is the fitted concentration of half-maximal effect; % is set by controls: 0 for no effect and ±100 for the full control effect; nearly all actives have a fitted effect of over 60% in size
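Recombinant glycosomal PGK reaction used 1,3-bisphosphoglycerate generated in-well by GAPDH (100nM final) in 100mM TEA pH 7.6, 5mM MgCl2, 0.01% Tween-20. After 60 minutes at room temperature, ATP was read by Kinase-Glo Plus luminescence end-point.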
Numbers without * were called inactive; i = inactive; ? = inconclusive; . = no result given; & = joins results of further samples; [ ] = dose if it differs, or a comment. Unless noted, calls come from the whole dose curve; as a rule, active = well fitted curve in the direction sought with a large enough effect; inconclusive = small, poorly fitted or top-dose-only effect, or another doubt; inactive = no such curve, though single readings can be large; an effect the other way counts as inactive or inconclusive. These rows are one share of the data; count on the stated rates, not on these rows.

Value order: BLM inh	APE1 inh	Pol kappa inh	Anesthetic bind	POLB inh	RXFP1 antag	Pol iota inh	Pol eta inh	PGK inhibitor
COc1ccc(OCC(O)CNC(=O)/C=C/c2cccc([N+](=O)[O-])c2)cc1 (stereo not given)
 : -3%	-9%	1%	?	16%	-7	-10%	-27%	-6%
COc1ccc(-n2ncc3c2CC(C)(C)CC3NC(=O)CSc2ccccn2)cc1 (stereo not given)
 : 1%	-5%	-11%	-11%	-2%	23	7%	0%	6%
CCOc1ccc(OCCC(=O)N2CCN(S(=O)(=O)c3cccc(F)c3)CC2)cc1
 : .	12%	-2%	.	.	-29	3%	-12%	-8%
CN(C)c1ccc(C(O)c2cc3ccccc3s2)cc1 (stereo not given)
 : .	.	-4%	.	.	-25	44%[activator]	-21%	-10%
C/C(CC(=O)Nc1cccc(Cl)c1Cl)=N\NC(=O)C(=O)N1CCCC1
 : -4%	53%[activator]	-1%	-14%	2%	-7	52%[activator]	-19%	-9%
COc1ccc(-n2cnnc2SC(C)c2nc3sc(C)c(C)c3c(=O)[nH]2)cc1 (stereo not given)
 : 1%	2%	.	-6%	-1%	.	.	.	.
COc1ccc(-n2c(=O)c3ccccc3n(Cc3cccc(C)c3)c2=O)cc1OC
 : 4%	2%	-16%	-18%	-11%	-2	41%[activator]	-11%	7%
O=C(c1cc(COc2ccc(F)cc2F)on1)N1CCN(C2CCCC2)C(=O)C1
 : -5%	-7%	-9%	-20%	8%	-7	11%	-25%	6%
C=CCN1C(=O)c2ccc(C(=O)N3CCN(S(=O)(=O)c4ccc(C(C)C)cc4)CC3)cc2C1=O
 : .	-10%	7%	.	.	-1	-6%	-24%	5%
O=C(Nc1cccnc1)c1c(F)cccc1F
 : 1%	-2%	-2%	-2%	-3%	-1	-4%[58.9 µM]	1%	-2%
O=C(O)CC(NCc1ccco1)C(=O)OCC1CCCO1 (stereo not given)
 : -1%	13%	2%	-7%	29%	3	1%	-8%	6%
COc1ccc(C(NC(N)=O)c2ccccc2)cc1 (stereo not given)
 : -4%	13%	-1%	-5%	45%	8	-9%	0%	-8%
Cc1cccc(N2C(=O)CN(Cc3ccccc3)C2=S)c1
 : -6%	24%	-4%	-1%	0%	0	23%	-14%	9%
CCOc1ccccc1CNC(=O)c1cn(C)c(=O)c2c1c1ccccc1n2C
 : -2%	-10%	16%	0%	2%	-3	5%	-5%	i
COC(=O)c1ccc(SCc2cnc(Cl)s2)cc1
 : -7%	-6%	-24%	?	-1%	-16	-5%	-15%	-10%

An excerpt of these results, with tabs.
molecule	BLM inh	APE1 inh	Pol kappa inh	Anesthetic bind	POLB inh	RXFP1 antag	Pol iota inh	Pol eta inh	PGK inhibitor
COc1ccc(-n2ncc3c2CC(C)(C)CC3NC(=O)CSc2ccccn2)cc1 (stereo not given)	1%	-5%	-11%	-11%	-2%	23	7%	0%	6%
CCOc1ccc(OCCC(=O)N2CCN(S(=O)(=O)c3cccc(F)c3)CC2)cc1	.	12%	-2%	.	.	-29	3%	-12%	-8%
CN(C)c1ccc(C(O)c2cc3ccccc3s2)cc1 (stereo not given)	.	.	-4%	.	.	-25	44%[activator]	-21%	-10%
C/C(CC(=O)Nc1cccc(Cl)c1Cl)=N\NC(=O)C(=O)N1CCCC1	-4%	53%[activator]	-1%	-14%	2%	-7	52%[activator]	-19%	-9%
COc1ccc(-n2cnnc2SC(C)c2nc3sc(C)c(C)c3c(=O)[nH]2)cc1 (stereo not given)	1%	2%	.	-6%	-1%	.	.	.	.
COc1ccc(-n2c(=O)c3ccccc3n(Cc3cccc(C)c3)c2=O)cc1OC	4%	2%	-16%	-18%	-11%	-2	41%[activator]	-11%	7%
O=C(c1cc(COc2ccc(F)cc2F)on1)N1CCN(C2CCCC2)C(=O)C1	-5%	-7%	-9%	-20%	8%	-7	11%	-25%	6%
C=CCN1C(=O)c2ccc(C(=O)N3CCN(S(=O)(=O)c4ccc(C(C)C)cc4)CC3)cc2C1=O	.	-10%	7%	.	.	-1	-6%	-24%	5%
O=C(Nc1cccnc1)c1c(F)cccc1F	1%	-2%	-2%	-2%	-3%	-1	-4%[58.9 µM]	1%	-2%
O=C(O)CC(NCc1ccco1)C(=O)OCC1CCCO1 (stereo not given)	-1%	13%	2%	-7%	29%	3	1%	-8%	6%
COc1ccc(C(NC(N)=O)c2ccccc2)cc1 (stereo not given)	-4%	13%	-1%	-5%	45%	8	-9%	0%	-8%

Copied from the list:
Entry of COc1ccc(-n2c(=O)c3ccccc3n(Cc3cccc(C)c3)c2=O)cc1OC under Pol iota inh: 41%[activator]
Entry of COc1ccc(-n2cnnc2SC(C)c2nc3sc(C)c(C)c3c(=O)[nH]2)cc1 (stereo not given) under APE1 inh: 2%

Remaining list, next part:
Value order: BLM inh	APE1 inh	Pol kappa inh	Anesthetic bind	POLB inh	RXFP1 antag	Pol iota inh	Pol eta inh	PGK inhibitor
COc1cc(NS(=O)(=O)c2cc(NC(C)=O)ccc2OC)c(OC)cc1NC(=O)c1ccccc1
 : .	.	-23%	.	.	-5	?	45µM*	-8%
CCn1cnc2cc(NCc3ccc(N(C)C)cc3)ccc21
 : 0%&-5%	-8%	-17%&8%	-6%&-13%	15%&0%	2&-6	4%&34%	?	-3%&-13%
O=C(Cc1ccccc1Cl)Nc1cccc(S(=O)(=O)N2CCOCC2)c1
 : 3%	0%	-3%	-14%	-20%	19	7%	-22%	-2%
COc1ccc(CNC(=O)C2CCC(=O)N(CCCN3CCCC3=O)C2)c(OC)c1 (stereo not given)
 : 1%	32%	0%	-3%	21%	5	32%[activator]	1%	0%
O=C(OCC(=O)N1CCN(c2ccccc2)CC1)c1ccc([N+](=O)[O-])s1
 : .	?	0%	.	.	0	?	?	-1%
COc1ccc(N(CC(=O)NC2CCS(=O)(=O)C2)S(=O)(=O)c2ccc(Cl)c(Cl)c2)cc1 (stereo not given)
 : .	-1%	-2%	.	.	0	23%	-8%	13%
COc1ccc(NC(=O)CCN2CCN(S(=O)(=O)c3ccc(F)cc3)CC2)cc1
 : -2%	-10%	-1%	0%	14%	11	36%[activator]	-10%	4%
Cc1c(CCC(=O)NCC(=O)O)c(=O)oc2cc3occ(-c4ccccc4)c3cc12
 : 4%	-10%	-2%	-9%	43%	4	-23%	-8%	-1%
O=C(COc1ccccc1Cl)Nc1ccc(C(=O)c2ccc(C(=O)O)cc2)cc1
 : 1%	2%	-12%	-9%	0%	-4	?	2%	-7%
CCOC(=O)c1c(C)c(-c2ccccc2)n(CC(=O)Nc2cc(C)ccc2OC)c1C
 : -4%	.	-8%	-11%	-15%	.	23%	-16%	3%
CN(C)C(=O)CSc1nc2cc(S(=O)(=O)N3CCOCC3)ccc2o1
 : .	4%	0%	.	.	-12	74%[activator]	-24%	4%
Cc1ccc(NC(=O)CSCc2nc3c(nnn3Cc3ccc(F)cc3)c(=O)[nH]2)c(C)c1
 : -22%	?	-18%	-3%	?	-6	?	-2%	?
Cc1ccc(C(=O)Nc2cccc([N+](=O)[O-])c2)cc1S(=O)(=O)Nc1ccc(C(=O)O)cc1
 : -1%	6%	-5%	-7%	1%	-16	-13%	-23%	i
COc1ccc(CNC(=O)C2CCCN(C(=O)N3CCOc4ccccc43)C2)cc1 (stereo not given)
 : -2%	.	-12%	2%	1%	-4	-3%	-7%	9%
COc1ccc(/C=C2\C(=O)ON=C2c2ccccc2)cc1OC
 : -3%	16%	8%	-10%	1%	-7	1%	5%	-8%
CC(=O)Nc1ccc(S(=O)(=O)NC2=NCN(c3ccc([N+](=O)[O-])cc3)CN2)cc1
 : -13%	-6%	-16%	-5%	10%	3	27%	2%	3%
Cc1ccnc(SCC(=O)Nc2cc(C)on2)n1
 : 3%	-7%	6%	-18%	-2%	6	?	-16%	i
O=C(CCS(=O)(=O)c1cccc2nonc12)NCc1ccc(Cl)cc1
 : -5%	-3%	-22%	-15%	-23%	16	311%[activator]	-16%	-2%
N#Cc1cccc(C#N)c1NCC1CCCO1 (stereo not given)
 : -2%	-2%	7%	9%	32%	6	?	-9%	.
O=C(COC(=O)CCc1ccc(S(=O)(=O)N2CCOCC2)cc1)Nc1cccc(Cl)c1
 : -11%	-6%	-10%	-10%	-21%	-1	108%[activator]	-12%	-5%
CCCCCCSc1ccc(-c2nc3ccc(Cl)cn3c2NCCCC)cc1OC
 : .	40%	1%	.	.	.	-4%	-18%	2%
Cc1cccc(-c2noc(-c3cc(C(C)C)[nH]n3)n2)c1
 : -8%	.	-5%	16µM*	-19%	-12	31%[activator]	-4%	0%
Cc1ccc(CNC(=O)CO/N=C/c2ccc3c(c2)OCO3)cc1
 : 3%	13%	3%[60.1 µM]	?	-2%	-14	?	-12%	-2%
CCOC(=O)c1c(NC(=O)CSc2nnc(-c3cccnc3)n2Cc2ccco2)sc(C)c1C
 : -4%	-2%	5%	?	1%	2	-12%	-16%	-6%
Cc1cc([N+](=O)[O-])cc2c1NC(c1ccccn1)C1CC=CC21 (stereo not given)
 : 14%	6%	-8%	-8%	-23%	-17	?	?	-5%
COc1cccc(/C=N/NC(=O)CSc2nnc(C)n2-c2ccccc2)c1O
 : 1%	-3%	-2%	-20%	2%	11	5%	-6%	0%
